High-throughput results (PubChem BioAssay)
Pf apPOL block: Pf-apPOL inhibitors, biochemical, fluorescence; inhibition, % at 10 µM; Plasmodium falciparum apicoplast DNA polymerase (apPOL); Recombinant Pf-apPOL, molecular beacon fluorescence, 1.5 h; hit rate 0.25% among 210,000
mHTT-CaM PPI inh: mutant huntingtin-calmodulin interaction inhibitors – biochemical, AlphaScreen, primary screen | inhibition, % at 15 µM | hit rate 3.6% among 190,000 | AlphaScreen His-mHTT/GST-CaM binding, luminescence;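 also: 0% = both proteins with DMSO and 100% = one protein alone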
An asterisk follows results filed as active; nt = not tested or not shown; & = joins results of further samples. Rule as the data show it: active = inhibition above about 50%; inactive = the rest. Not all compounds are listed (hit frequency here may not be typical).

SMILES	Pf apPOL block	mHTT-CaM PPI inh
COc1cc(C(=O)Nc2ccccc2N2CCCCC2)cc(OC)c1OC	4	nt
CSc1nc2ccccc2n1CCO	4	-1
CCOc1ccccc1/C=C1\N=C(c2cccc(Cl)c2Cl)OC1=O	6	1
Oc1ccc(-c2ncccc2O)cc1	-10	0
NC(=O)c1ccc(NS(=O)(=O)c2ccc(F)cc2)cc1	-33	-2
CCCCc1ccc(N=Cc2cccc([N+](=O)[O-])c2O)cc1	-4	-12
CCC(=O)N1c2ccccc2-c2nnc(SC)nc2OC1c1cccc(C)n1 (configuration not stated)	-69	2
Cc1ccc2nc(C)cc(C(=O)NCC(C)C)c2c1	-8	7
CC1CCN(C(=O)c2cn3ccnc(-c4ccccc4)c3n2)CC1	2	-7
CNC(=O)N1CCC(Cc2nc3cccnc3n2CCOC)C1 (configuration not stated)	2	3
COc1cc(C(=O)NC(C(=O)O)C(C)C)cc(OC)c1OC (configuration not stated)	-2	-3
Cc1ccc(C2CCCN2C(=O)c2c(Cl)cnn2C)cc1 (configuration not stated)	-4	6
Cc1nc2c(NC(=O)COc3ccccc3C)cccn2n1	-2	-5
Cn1c(SCc2nc3ccccc3[nH]2)nnc1-c1ccc(NC(=O)c2ccccc2Cl)cc1	-8	1
O=S(=O)(NCCN1CCCC1)c1cccc2nsnc12	6	-4
COC(=O)c1cnc2nc(C)ccc2c1Nc1ccc(C)cc1Cl	8	47
Cc1c(Cl)cccc1NCc1nnc2n1CCCCC2	-3	10
CCOC=C1SC(=S)N(CCc2ccccc2)C1=O	-8	nt
COC(=O)C1CCN(Cc2cc(=O)oc3ccc(O)cc23)CC1	-2	0
O=C(NC1CCCCCCC1)C1c2cccn2CC(=O)N1CCc1ccc(Cl)cc1 (configuration not stated)	3	-2
CN(C)c1cccc(C2=COC3(CCCN(C(=O)c4ccc(F)cc4)C3)C2)c1 (configuration not stated)	-3	3
COCCn1c(C2CCN(C(=O)Nc3cccc(C)c3)C2)nc2cccnc21 (configuration not stated)	-2	4
CN1c2cc(C(=O)NCc3ccc(F)c(Cl)c3)ccc2C(=O)N2CCCCC21 (configuration not stated)	-4	56*
N#CCCC12CCCCC1=Nc1ccccc12 (configuration not stated)	1	-4
COc1ccc(-c2cc3nc4c(c(=O)n3[nH]2)CN(C(=O)c2ccccn2)CC4)cc1	13	4
CC(=O)c1ccc(NC(=O)CCn2nc(C)nc2C)cc1	3	-9
Cc1nnsc1C(=O)NCc1cc(-c2cccs2)on1	-3	-8
Cc1ccc(C(O)=C2C(=O)C(=O)N(CCCN(C)C)C2c2ccccc2F)cc1 (configuration not stated)	-9	-4
Cc1ccc(C=C2Oc3cc(O)ccc3C2=O)o1	0	-2
Cc1ccc(Nc2nc(NCCO)c3cnn(C)c3n2)cc1C	-5	8

A few values from the list:
For mHTT-CaM PPI inh, CC(=O)c1ccc(NC(=O)CCn2nc(C)nc2C)cc1 has -9
For mHTT-CaM PPI inh, COc1ccc(-c2cc3nc4c(c(=O)n3[nH]2)CN(C(=O)c2ccccn2)CC4)cc1 has 4
For mHTT-CaM PPI inh, COCCn1c(C2CCN(C(=O)Nc3cccc(C)c3)C2)nc2cccnc21 (configuration not stated) has 4
For Pf apPOL block, Cc1ccc(C(O)=C2C(=O)C(=O)N(CCCN(C)C)C2c2ccccc2F)cc1 (configuration not stated) has -9

The listing picks up, starting three compounds before the break.
SMILES	Pf apPOL block	mHTT-CaM PPI inh
Cc1ccc(C(O)=C2C(=O)C(=O)N(CCCN(C)C)C2c2ccccc2F)cc1 (configuration not stated)	-9	-4
Cc1ccc(C=C2Oc3cc(O)ccc3C2=O)o1	0	-2
Cc1ccc(Nc2nc(NCCO)c3cnn(C)c3n2)cc1C	-5	8
COc1ccc(N(C)C(=O)c2coc(=O)c3ccccc23)cc1	-4	3
COc1nc(C)cc(C)c1C#N	-8	nt
O=C(NC1CCN(c2nnc3ccc(Cl)cn23)CC1)c1ccccn1	-2	2
O=C(Nc1ccccc1)N1CCCC1c1ccccc1F (configuration not stated)	-6	-8
CCC(=O)NC(c1ccc(OC)cc1)c1ccc2cccnc2c1O (configuration not stated)	4	100*
Cc1ccccc1OCC(=O)N1CCC(c2nc3ccncc3n2C)C1 (configuration not stated)	-5	3
CCC(=O)Nc1ccc(NC(=O)c2cccc([N+](=O)[O-])c2C)cc1	-6	1
O=C1CN(Cc2ccc3c(c2)OCO3)C2CS(=O)(=O)CC2N1c1cccc(Cl)c1 (configuration not stated)	-6	-4
Cc1n[nH]c(C)c1Sc1ccc(Cl)cc1	-4	4
CC(=O)N1CCc2cc(N3CC(C(=O)NC4CCCCCC4)CC3=O)ccc21 (configuration not stated)	-8	-5
Cc1cccc(C(=O)N2CCCN(c3cc(-c4ccccc4)[nH]n3)CC2)c1	-2	25
CCNC(=O)c1cc2sccc2n1C	-7	0
COc1ccccc1OCC(=O)Nc1ccc(C)cc1Br	-6	-17
COc1ccc(C2C=C(c3ccc(Cl)cc3)Nc3nnnn32)cc1OC (configuration not stated)	-6	9
CN1C(=O)C(CC(=O)NCc2cccnc2)Sc2ncccc21 (configuration not stated)	-4	-7
O=C1Nc2ccc(I)cc2C1=Cc1cc(Br)c(O)c(Br)c1	-124	nt
COc1ccc(-c2cc(-c3cc(C)ccc3O)[nH]n2)cc1	-18	70*
CCN(CC)c1ccc(C=Nc2ccccc2C)c(O)c1	4	5
Cc1ccc(C(=O)O)cc1-c1ccc(C=C2C(=O)OC3(CCCCC3)OC2=O)o1	10	1
Cn1c(CNC(=O)C2CCC2)nc2c1CN(S(=O)(=O)c1ccc(F)cc1)CC2	-7	7
Cc1nn(-c2c(Cl)cc(C(F)(F)F)cc2Cl)c(C)c1C(=O)O	-2	nt
CCOc1cc(/C=C2\C(=O)ON=C2C)cc(Cl)c1OCc1ccccc1F	-1	96*
OCc1cc(-c2ccc(Cl)c(Cl)c2)no1	-2	nt
Cc1ccncc1NC(=O)CN1CCCCC1c1nc(C2CC2)no1 (configuration not stated)	-10	-4
COc1ccc(N2CC(NC(=O)Nc3ccc(Br)cc3C)CC2=O)cc1 (configuration not stated)	4	2
CCOCCCNC(=O)C1(C)CCC(=O)N1c1ccccc1F (configuration not stated)	-3	0
Cc1cc(CNC(=O)Nc2c(C)noc2C)c(C(F)(F)F)o1	1	nt
COc1cccc(OC)c1C(=O)Nc1ccc2c(c1)CCCN2C(=O)C1CC1	0	-8
Brc1ccc(OCc2cn3cccnc3n2)c(Br)c1	-4	20
Cc1cc(Cl)ccc1N1CCN(C(=O)CCc2ccccc2)C(C)C1=O (configuration not stated)	-4	1
CCCCOc1ccc(S(=O)(=O)NCc2ccccn2)cc1	-3	-7
COc1ccc(C2=N/C(=C\c3ccc(C)cc3)C(=O)O2)cc1OC	-1	12
Cc1ccc(C(=O)N2CCC(CCNS(=O)(=O)c3ccc(Cl)cc3)CC2)cc1	-3	26
Nc1cc(=O)[nH]c(SCC(=O)c2ccc(O)c(O)c2)n1	2	-3
O=C(Nc1nc(C(F)(F)F)cs1)c1cc([N+](=O)[O-])cc([N+](=O)[O-])c1	-1	11
CCCN1CCN(C(=O)c2ccc(-c3ccsc3)nc2)CC1	-10	-2
NC(=O)NC(=O)CC1Sc2ccccc2NC1=O (configuration not stated)	2	-2
CCCN1CCC(N2CCN(c3ccc([N+](=O)[O-])cc3)CC2)CC1	0	4
CNC(=O)c1c(-c2ccccc2)oc2ccc(OC)cc12	-8	2
COc1cccc(CNC(=O)C2(C)Cc3ccccc3C(=O)N2c2ccccc2)c1 (configuration not stated)	-4	-9

Compound profiles, from the list above. Order of screens: Pf apPOL block | mHTT-CaM PPI inh
CCNC(=O)c1cc2sccc2n1C across the screens: -7 | 0
O=C1CN(Cc2ccc3c(c2)OCO3)C2CS(=O)(=O)CC2N1c1cccc(Cl)c1 (configuration not stated) across the screens: -6 | -4

(listing goes on)
SMILES	Pf apPOL block	mHTT-CaM PPI inh
CC(NC(=O)c1cn2c(n1)CSCC2)c1ccccn1 (configuration not stated)	-10	6
Cc1ccc(C(=O)NCc2ccncc2)c(Cl)c1	2	-1
CCc1nc(C)c2c(n1)N(CCCN1CCOCC1)C(=O)CC2	2	0
CCCCNC(=O)c1c[nH]n2c(=O)c(Cc3ccccc3F)c(C)nc12	-4	25
O=C(Cn1cc2c(n1)CCCCC2)Nc1ccccc1Cl	0	-15
CCCc1cc(=O)[nH]c2nnc(SCC(=O)Nc3nccs3)n12	0	-15
Cc1ccc(NC(=O)N2CCc3nc(-c4ccc(F)cc4)ncc3C2)cc1C	-4	0
Cc1cccc(C)c1NC(=O)N1CCCC(CNC(=O)C(C)C)C1 (configuration not stated)	-1	-1
CS(=O)(=O)N(CC(=O)O)c1cccc(Br)c1	-9	-3
COc1cccc2cc(C(=O)NCC(O)c3sccc3C)oc12 (configuration not stated)	-5	-10

The final 3 compounds of the section above lead into the next.
SMILES	Pf apPOL block	mHTT-CaM PPI inh
Cc1cccc(C)c1NC(=O)N1CCCC(CNC(=O)C(C)C)C1 (configuration not stated)	-1	-1
CS(=O)(=O)N(CC(=O)O)c1cccc(Br)c1	-9	-3
COc1cccc2cc(C(=O)NCC(O)c3sccc3C)oc12 (configuration not stated)	-5	-10
COCCn1c(SCC(=O)Nc2cc(C)on2)nc2c([nH]c3ccccc32)c1=O	-6	-20
O=C(CSc1nc2c(c(=O)n1-c1ccc(Cl)cc1)SCC2)Nc1ccccc1F	5	18
O=C(C1CC1)N1CCc2cc(Br)cc(S(=O)(=O)Nc3cccc4c3CCCC4)c21	-8	7
CCCNC(=O)N1CCN(c2nc(Cc3ccccc3)c3c(c2C#N)CC(C)(C)OC3)CC1	5	0
COc1cc(C(=O)Nc2sc3c(c2C(N)=O)CCC3)cc(OC)c1OC	-3	5
CC(=O)N1CCC(n2c(C)nc(C(=O)NC3CC3)c2C)CC1	3	-8
COc1cccc(CNC(=O)Cn2cnc3c(-c4ccc(F)cc4)cn(C)c3c2=O)c1	-6	-4
CCN1CCN(CCCNC(=O)C2CCN(c3ccc(N4CCCC4)nn3)CC2)CC1	-4	1
N#C/C(=C\c1ccc(-c2cccc(Cl)c2Cl)o1)C(=O)Nc1ccccc1C(=O)O	-3	9
Cc1nc(C)c(C(=O)NCc2ccc3c(c2)ncn3C(C)C)s1	-3	11
CC1CC(Nc2ccccc2)c2ccccc2N1C(=O)Cc1ccccc1 (configuration not stated)	-3	22
O=C(NCCC1=CCCCC1)c1csc2c1CCCC2	0	-8
COc1cc(N=c2oc3c(C)ncc(CO)c3cc2C(=O)Nc2cccc(C)c2)cc(OC)c1	1	-1
O=C1OC(c2cccc([N+](=O)[O-])c2)=N/C1=C\c1ccc(-c2cccc([N+](=O)[O-])c2)o1	-3	7
O=C(NCC1CC1)C1CCN(c2ccccc2-c2ccccc2)C1=O (configuration not stated)	-1	-10
COCCn1c(=N)c(C(=O)NCCc2ccccc2)cc2c(=O)n3ccccc3nc21	6	-3
O=C(NCCN1CCOCC1)C(=O)NCC1CCN(Cc2ccccc2)CC1	-5	-9
Cc1cccn2c(=O)c3cc(C(=O)NCc4ccco4)c(=N)n(Cc4ccco4)c3nc12	-2	20
O=C(Nc1ccc(-c2nc3ccccc3o2)c(O)c1)c1cncc(Br)c1	1&6	12&14
CN(N=Cc1ccc(Cl)cc1)c1cnn(C)c(=O)c1Cl	-16	nt
COC(=O)C1C(=O)C2=C(CC1C)NC(C)=C(C(=O)OC1CCCC1)C2c1ccc(C)c([N+](=O)[O-])c1 (configuration not stated)	-2	30
Clc1ncnc2nc3n(c12)CCC3	nt	-5
O=C(Cc1cccs1)NCCCN1CCOC(c2ccccc2)C1 (configuration not stated)	5	9
Cc1ccc(-n2cc(C(=O)NCc3ccccc3)nn2)cc1	-4	-7
COc1ccccc1Cc1noc(-c2ccc(OC)c(OC)c2)n1	-6	-2
CCOCCCNC(=O)c1c[nH]c2ccc(S(=O)(=O)N(C)c3c(C)cccc3C)cc2c1=O	-8	28
CCOc1ccc(/C=C2/SC(N3CCCCC3)=NC2=O)c(OCC)c1	-3	38
O=C(O)c1c(F)c(F)c(-c2c(F)c(F)c(C(=O)O)c(F)c2F)c(F)c1F	-6	9
CCCN(CCC)CN1C(=O)S/C(=C\c2ccc(OCC)c(OC)c2)C1=O	-6	3
N#CC1=CN(c2ccccc2C(F)(F)F)c2cc(Cl)ccc2S1(=O)=O	-2	-6
COc1cc(CN2CCc3nc(Nc4ccc5c(c4)OCO5)ncc3C2)cc(OC)c1OC	2	13
O=C(NC1CC2CC1N(S(=O)(=O)c1ccc3c(c1)OCCO3)C2)c1cccs1 (configuration not stated)	-3	6
O=C(CS(=O)(=O)c1ccc(C(F)(F)F)cc1Cl)Nc1ccc(O)c(C(=O)O)c1	-8	2
CS(=O)(=O)N1CC(C(=O)NCc2ccc(N3CCOCC3)cc2)C2(CCCCC2)C1 (configuration not stated)	-7	15
c1ccc(CNc2cc(-n3ccnc3)ncn2)cc1	-4	-6
CCc1c(-c2cccs2)nc2ccc(Br)cc2c1C(=O)O	-10	-1
Cc1ccc(S(=O)(=O)Oc2cc(=O)n(-c3ccccc3)c3c2c(=O)n(C)c(=O)n3C)cc1	-3	nt
CS(=O)(=O)c1nnnn1-c1ccccc1Cl	-3	-6&1
O=C(N/C(=C/c1ccc(Cl)cc1)C(=O)N1CCCCC1)c1ccco1	2	20
Cc1ccc(C(=O)N2CCc3c(nc[nH]c3=O)C2)cc1F	19	6
CC(C)N1CCC2(CC1)N=C(c1ccc3c(c1)OCO3)CC(c1ccccc1O)N2 (configuration not stated)	9	8
COc1cc2c(c(OC)c1OC)C(c1ccc(O)cc1)CC(=O)O2 (configuration not stated)	-4	-4
O=c1ccc(C(F)(F)F)c[nH]1	2	nt
Nc1c(Cl)nsc1Cl	nt	-7
COc1ccc(CN(CC(O)COCc2ccccc2)S(=O)(=O)c2ccccc2Br)cc1 (configuration not stated)	-6	86*
O=C1OC(c2ccccc2F)=N/C1=C\c1c(F)cccc1Cl	20	6
O=C(O)c1ccc(CN2CCCC(CO)C2)cc1 (configuration not stated)	0	-6
